p47phox inh: p47phox (human) inhibition. P14598. p47phox/p22phox peptide binding, fluorescence polarization, 2 h. inhibition, % at 24.7 µM. hit rate 0.53% among 220,000;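 note: 0% = p47phox with labelled peptide and 100% = labelled peptide alone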
Target sequence (P14598 whole entry, looked up): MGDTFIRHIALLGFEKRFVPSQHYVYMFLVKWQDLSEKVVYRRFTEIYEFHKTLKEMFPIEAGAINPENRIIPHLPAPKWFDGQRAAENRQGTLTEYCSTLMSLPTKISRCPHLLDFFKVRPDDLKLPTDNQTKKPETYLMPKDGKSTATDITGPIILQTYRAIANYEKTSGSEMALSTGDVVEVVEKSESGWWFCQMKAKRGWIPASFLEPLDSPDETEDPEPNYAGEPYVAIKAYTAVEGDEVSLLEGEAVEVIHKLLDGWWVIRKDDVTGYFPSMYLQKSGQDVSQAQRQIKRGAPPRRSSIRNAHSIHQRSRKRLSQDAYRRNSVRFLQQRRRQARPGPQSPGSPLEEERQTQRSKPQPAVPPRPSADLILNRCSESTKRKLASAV
Thrombin inh: inhibitors of human thrombin; inhibition, % at 5 µM; alpha-thrombin, Boc-VPR-AMC fluorogenic substrate cleavage; hit rate 0.26% among 220,000; P00734;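 active = inhibition at or above 40%; inactive = inhibition below 40%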;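 note: 0% = enzyme with no compound and 100% = wells without enzyme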
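System: human alpha-thrombin protein; Compound dosing: one concentration per compound, 5 µM, with 0.2% DMSO; Timing: reaction at room temperature; Technique: AMC fluorescence, 355/460 nm; Controls: enzyme without compound as high, wells lacking enzyme as low.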
EBV gp42 block: EBV gp42 inhibition | Fluorescence polarization binding assay, mP read-out | Q1HVG2 | hit rate 0.42% among 220,000 | AID 1085 | inhibition, % (tested at 21.74 µM); in the data active = inhibition above about 50%
eIF4E 4G PPI: blocks eIF4E binding to eIF4G; P63073+Q04637; TR-FRET eIF4E-eIF4GI(517-606) binding, 2 h; inhibition, % at 21.7 µM; hit rate 0.37% among 220,000;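 note: 0% = full FRET control wells and 100% = background wells lacking eIF4GI fragment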
14-3-3 Bad inh: disrupts binding of bovine 14-3-3 zeta to phospho-Bad peptide | TR-FRET 14-3-3zeta/Dy647-pBad peptide displacement, 1 h | inhibition, % at 21.7 µM | hit rate 0.71% among 220,000;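 active = inhibition above about 70%, limit read from the data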;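 note: 0% = full 14-3-3 plus peptide FRET controls and 100% = background without 14-3-3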
Target sequence (P63103 whole entry, looked up): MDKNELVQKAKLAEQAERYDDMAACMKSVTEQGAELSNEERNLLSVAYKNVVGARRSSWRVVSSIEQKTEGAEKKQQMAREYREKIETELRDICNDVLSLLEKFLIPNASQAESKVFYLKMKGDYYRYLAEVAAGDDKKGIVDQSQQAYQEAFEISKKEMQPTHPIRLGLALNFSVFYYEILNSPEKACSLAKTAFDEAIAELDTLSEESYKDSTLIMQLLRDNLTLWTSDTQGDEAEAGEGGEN
Cl transport mod: KCC2 (human) Cl- transport modulation. Q9H2X9. KCC2 cells, thallium flux FluoZin-2 fluorescence. B-score of Tl+ flux slope (higher = more flux/activation; lower = inhibition) at 10 µM. hit rate 2.2% among 190,000. AID 1456;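 active = thallium flux slope and its plate-corrected score both differing from the plate sample mean at a set confidence after two filtering rounds, in either direction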;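 note: slope of fluorescence scaled to starting intensity during 10 to 20 s after thallium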
Rad51 HR inh: blocks human Rad51 in homologous recombination; inhibition, % at 10 µM; AID 1385; hRad51 DNA strand exchange, fluorescence dequenching; Q06609; hit rate 0.085% among 200,000;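 active = inhibition above 40% at the single screening dose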;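 note: 0% = DMSO control wells and 100% = blanks with heterologous ssDNA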
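material = hRad51 filaments on single-stranded DNA | timing = filaments 15 min 37 °C, then compound 30 min | signal = FRET fluorescence dequenching, excitation 485 nm, emission 520 nm | benchmarks = control wells and blank wells on each plate | evaluation = percent inhibition relative to plate controls and blanks | compound = 10 µM final, single point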
KLK5 inh: kallikrein 5 (human) inhibition; inhibition, % at 5 µM; recombinant hK5, fluorogenic AMC substrate cleavage; hit rate 0.59% among 210,000;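 active = inhibition of 40% or more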;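 note: 0% = enzyme controls without compound and 100% = no-enzyme blanks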
Target sequence (Q9Y337 67-293 limits assumed): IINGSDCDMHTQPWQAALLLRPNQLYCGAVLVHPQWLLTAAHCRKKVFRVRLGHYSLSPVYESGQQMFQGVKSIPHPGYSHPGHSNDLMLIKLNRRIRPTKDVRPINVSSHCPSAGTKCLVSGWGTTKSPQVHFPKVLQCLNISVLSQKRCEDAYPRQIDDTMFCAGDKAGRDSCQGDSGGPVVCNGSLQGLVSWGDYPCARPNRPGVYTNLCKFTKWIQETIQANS
Furin inh: human furin inhibition; AID 463115; inhibition, % at 30 µM; purified furin, fluorogenic substrate cleavage; hit rate 0.061% among 220,000; in the data active = inhibition above about 25%; note: inactives centre near -15
The depositor's hits bear a star; / = not tested or not shown; [ ] = dose if it differs, or a comment.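 Rule for the calls, unless noted: active = inhibition above about 30% (limit read from the data); inactive = the rest.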

SMILES	p47phox inh	Thrombin inh	EBV gp42 block	eIF4E 4G PPI	14-3-3 Bad inh	Cl transport mod	Rad51 HR inh	KLK5 inh	Furin inh
O=c1[nH]c2c(s1)C=Nc1ccccc1N2	-22	2	119*	-6	-4	0.087	-14	-23	-17
CCOC(=O)CCn1cc(F)c(=O)[nH]c1=O	2	15	-17	0	-4	0.49	9	0	-24
N#Cc1c(C#N)c(-c2ccccc2)n(-c2ccccc2)c1N	-6	-17	-25	4	-2	0.064	39	0	-27[20 µM]
O=[N+]([O-])c1cccc2c(N3CCCC3)ccnc12	-4	3	-15	-6	-5	-0.91	15	-17	-12
N#Cc1ccc(CO/N=C/c2ccccc2)cc1	-3	-3	-8	2	-4	-1.3	2	1	-10
COc1ccc(/C=C(/CC(=O)NCc2ccc(Cl)cc2)c2nc3ccccc3s2)cc1	-21	-2	-5	-1	-8	0.066	-4	-13	-16
COc1cccc(CNC(=O)c2ccc(NC(=O)C3CCCO3)cc2)c1 (stereo not drawn)	-11	3	-18	-5	-7[fluorescence artefact?]	1.4	-3	-20	4
COc1ccccc1CN1C[C@@H]2C[C@@H](c3cccc(C)n3)N3CCC[C@@]23C1=O	-49	-6	-1	-3	-5	-0.17	-7	6	-16
Cc1ccccc1-n1c(SCC(=O)c2cc(C)n(C)c2C)nnc1-c1ccncc1	-6	5	-13	-7	-5	0.53	3	4	-19
O=C(CN1C(=O)NC2NC(=O)NC21)N/N=C/c1ccccc1O (stereo not drawn)	-7	-5	-5	-1	-18	0.21	0	-11	-16
COC(=O)COc1ccc(C)cc1-n1nc2ccccc2n1	-2	-8	0	1	2	/	0	0	-17
O=C(O)c1cccc(OCc2ccccc2Cl)c1	-3	-4	3	4	-2	/	0	-12	-17
CCOC(CNC(=O)CCc1c(C)nc2ncnn2c1C)OCC	-14	-1	-22	-2	-5	0.3	0	-4	-14[20 µM]
Cc1ccc(CNC(=O)CSc2ccc(-c3cccs3)nn2)cc1	-3	-10	-7	2	-7[fluorescence artefact?]	0	1	-3	-13
Cc1ccc(N(C(=O)c2csnn2)C(C(=O)NC(C)(C)C)c2cccnc2)cc1C (stereo not drawn)	1	-8	-3	-4	-10	0.71	8	3	-13
COc1ccccc1-n1c(SCC(=O)NC2CCS(=O)(=O)C2)nc2cc([N+](=O)[O-])ccc21 (stereo not drawn)	-16	0	-22	4[fluorescence artefact?]	-1	2.3	-1	0	-25
COc1ccc(/C(N)=N/OC(=O)c2ccc(OC)c([N+](=O)[O-])c2)cc1OC	4	-7	11	2	12	-0.47	/	/	-20
N#Cc1ccc(NC(=O)COC(=O)CSc2nnc(-c3ccc(Cl)cc3)o2)cc1	-14	-7	-79	5	-5	-0.91	-7	-2	-8
O=C(Nc1ncc(Cc2ccccc2)s1)C1CCCO1 (stereo not drawn)	-4	-6	-6	-4	6	-2.8	1	-5	-20
COc1ccc(-n2cc(-c3ccccc3)c3c(NCCCN4CCOCC4)ncnc32)cc1	-6	-9	-1	-4	4	-1.3	0	4	-10
O=C(COc1cccc2cccnc12)N1CCc2ccccc2C1	-2	0	-13	2	-3	/	-3	0	-12
COc1ccc2c(c1)c(C(C)=O)c(C)n2C	4	-4	-1	0	5	0.28	20	-1	-13
CC(C)c1cc(-c2cc(-c3ccc(Cl)cc3)on2)nc(NCC2CC2)n1	-4	-4	3	6	-8	0.067	-3	-1	-30
COc1cccc(=O)c2c(C)n(-c3ccc(C(=O)O)cc3)c(C)c12	8	-3	13	-3	4	/	/	/	-12
c1ccc(COc2ccc(OCCCn3cncn3)cc2)cc1	9	3	-7	-2	-8	/	-4	4	-18[20 µM]
Cc1ccc(-c2csc(NNC(=O)c3ccccc3)n2)cc1	-12	-7	-6	-2[fluorescence artefact?]	-6	-5.5	-2	8	-12
COc1cc(/C=C(\C#N)C(=O)Nc2ccc(SC(F)F)cc2)cc(OC)c1OC	-25	0	5	-6	-9	-0.073	1	-6	-24[20 µM]
COCCNC(=S)c1ccc(OC)cc1	1	-4	-14	0	0	-0.045	/	-1	-7[20 µM]
CCC(C)NC(=O)[C@H](CSCc1ccccc1)N1Cc2ccccc2C1=O (stereo partly drawn)	3	-3	10	-1	2[fluorescence artefact?]	-3.2	/	-12	-9
CN(C)CCCN1C(=O)c2cccc3c([N+](=O)[O-])ccc(c23)C1=O	10	1	49	7	8[fluorescence artefact?]	-0.89	/	-12	-15
O=C(NNC(=O)c1ccccc1[N+](=O)[O-])c1cccs1	-1	-4	-6	21	-4	0.076	/	/	-19
COC(=O)c1cccc(OCC(O)Cn2ccnc2)c1 (stereo not drawn)	-5	3	-9	4	-3	0.0013	20	-21	-15
COCCNC(=O)c1cc(C)ccc1C	3	-1	5	-2	-3	-0.016	6	-11	-16
CCCSc1nnc(NC(=O)Nc2ccccc2OC)s1	-7	-5	3	-1	1	-0.02	9	-3	-11
O=C(c1csc2c1CCCC2)N1CCN(c2ccc(F)cc2)CC1	-10	-7	2	0	-2	-1.7	1	-10	-15[20 µM]
COc1ccccc1CN1CCNC(=O)C1CC(=O)NCc1cn(C)nc1C (stereo not drawn)	5	-3	6	0	-12	0.064	-2	2	-31
Cc1[nH]c2ccccc2c1N=Nc1cc(C(=O)O)cc(C(=O)O)c1	-26	1	10	-4	-16	-0.15	-10	-15	-14
Cc1cccc2sc(NC(=O)CSc3nc4ccccc4o3)nc12	-16	5	-6	1	6	-0.55	5	-6	-16[20 µM]
COc1ccc(C)cc1NC(=O)NCc1ccco1	-5	4	0	-2	-10	-0.024	-41	-6	-20
O=C(C1=C[C@@H](c2csc3ccccc23)C[C@@H](OCCCCO)O1)N1CCN(Cc2ccc3c(c2)OCO3)CC1	-13	2	-9	-2	2	-0.08	5	5	-34
O=S(=O)(c1cccc(-c2n[nH]c(=S)n2C2CCCC2)c1)N1CCOCC1	-11	-3	-6	2	-7	-0.23	7	-20	-20
CC(=O)NC(=S)Nc1ccc2oc(-c3cc(F)c(F)cc3Cl)nc2c1	-3	-3	-22	2	4	0.82	15	0	-21
CCN(C1CCCCC1)S(=O)(=O)c1ccc(S(=O)(=O)N2CCN(CCC#N)CC2)cc1	-10	-2	-1	-4	0	-0.85	2	2	-17
COc1ccc(S(=O)(=O)N2CCOCC2)cc1NC(=O)COc1ncnc2ccccc12	-3	13	-9	-8	-11	0.21	4	-1	-7
Cc1cc(C)n(-c2ccc(C(F)(F)F)cc2[N+](=O)[O-])n1	-5	-5	-21	4	-11	0.06	-1	-1	-18
Cc1ccc(NC(=O)c2nc[nH]c2C(=O)N[C@@H](CCCCNC(=O)OC(C)(C)C)C(=O)OC(C)(C)C)cc1	-8	-5	-18	-2	-9	/	-1	-6	-21
CC(C)Oc1ccc(CCN=C(N)N=C(N)N)cc1Cl	0	-13	-26	2	-4	-0.16	-16	0	-24
CC(=O)c1cccc(S(=O)(=O)NCC(c2ccco2)N2CCCCC2)c1 (stereo not drawn)	-17	-2	-30	4	15	/	-3	-28	-19[20 µM]
CC1CCCC(C)N1C(=O)COC(=O)c1ccc[nH]c1=O (stereo not drawn)	-18	-9	-16	-2	0	1.5	24	-5	11[20 µM]
O=C(COC(=O)c1cc(=O)c2ccccc2o1)NCC1CCCCC1	2	-7	-12	5	-13	0.46	1	1	-15
Cc1cccc(C(=O)N2CCC(=O)N(C(COCc3ccc(Cl)cc3)Cc3ccccc3)CC2)c1 (stereo not drawn)	2	-5	3	2	8	-0.46	8	-10	-13
CCOc1cc(C(=O)Nc2ccc(S(=O)(=O)NC3=NCCCCC3)cc2)cc(OCC)c1OCC	-6	4	-16	2	-14	-0.0037	11	-9	-27
COc1ccccc1NC1=NC(C)(C)N=C(N)N1	-6	2	-14	-2	-4	-1.6	-3	7	-23[20 µM]
CCCC(=O)O[C@]1(C(=O)CO)CC[C@H]2[C@@H]3CCC4=CC(=O)CC[C@]4(C)[C@H]3[C@@H](O)C[C@@]21C	-2	2	0	1	4	-0.34	-5	-8	-12
O=C1c2ccccc2C(=O)N1/N=C/c1ccc(Oc2ccc([N+](=O)[O-])cn2)cc1	20	4	-6	0	7	-0.047	12	-11	-25
CCOc1ccc(-c2nnc(-c3ccc(OC)cc3)o2)cc1	14	-4	-1	6	18	1.3	4	-6	-5[20 µM]
Cc1cc(C)cc(OCC(=O)N2N=C(C(F)(F)F)CC2(O)C(C)(C)C)c1 (stereo not drawn)	-2	1	-26	-4[fluorescence artefact?]	20	0.72	-4	-4	-5[20 µM]
CCOC(=O)/C(C#N)=C\c1cc(OC)c(OC)cc1[N+](=O)[O-]	4	-13	-2	2	-2	0.92	5	-3	-14
CC(=O)c1ccc(NC(=S)Nc2ccc3cn[nH]c3c2)cc1	-17	19	1	-2	-4	0.51	-110	4	-20
COc1ccc(C(c2sc3nc(C)nn3c2O)N2CCC3(CC2)OCCO3)cc1 (stereo not drawn)	3	2	-6	-1	-9	1.6	-2	-1	-20
Later entries:
SMILES	p47phox inh	Thrombin inh	EBV gp42 block	eIF4E 4G PPI	14-3-3 Bad inh	Cl transport mod	Rad51 HR inh	KLK5 inh	Furin inh
O=C1OCCC1Sc1nnc(-c2ccco2)n1-c1ccccc1 (stereo not drawn)	-2	-8	-7	3	-6	0.15	-5	-4	-19
COc1cccc(C2CC(=O)Nc3c2c(=O)[nH]c2ncnn32)c1 (stereo not drawn)	-2	-3	-14	4	-19	1.1	18	-1	-25
CCOc1ccc(CC(=NCCc2ccccc2)C2=C(O)CC(C)(C)CC2=O)cc1OCC	-9	17	9	1	-4	-0.67	/	15	-6
S=C1NCN(Cc2ccccc2)CN1C1CCCCC1	-19	5	-2	0	-20	-0.68	3	-5	-37
Cn1c(=S)c2[nH]c(SCCN3CCCC3)nc2n(C)c1=O	44*	-1	-32	1	3	/	15	3	-5
CCCN(CCC)c1nc(NC2CCN(C(=O)OCC)CC2)nc(OC)n1	-1	-5	-9	3	-3	/	-12	-13	-9
O=C(NCCCO)/C(=C/c1ccc(-c2cccc([N+](=O)[O-])c2)o1)NC(=O)c1ccccc1	-8	8	7	2	-18	-1.2	7	-1	-23
N/C(=N\OC(=O)CCc1ccccc1)c1cccnc1	-8	-6	-13	1	-4	0.83	7	0	-14

Compound activity deposited in PubChem BioAssay by several laboratories.
